Screens: PubChem, National Center for Advancing Translational Sciences (NCATS)
L3MBTL1 inh: qHTS Assay for the Inhibitors of L3MBTL1; AlphaScreen L3MBTL1–H3K9me1 peptide binding; Potency, µM (highest dose often 57.1 µM), for inactives: at the highest dose activity, negative = inhibition, actives largely listed as inhibitors; 230,000 tested, 0.66% active; active = well fitted inhibition curve with a large enough effect; inconclusive = small, poorly fitted or top-dose-only effect; inactive = no such curve, though single readings can be large or run the other way; also: nearly all actives have a fitted effect of over 60% in size
Target sequence (Q9Y468 whole entry, looked up): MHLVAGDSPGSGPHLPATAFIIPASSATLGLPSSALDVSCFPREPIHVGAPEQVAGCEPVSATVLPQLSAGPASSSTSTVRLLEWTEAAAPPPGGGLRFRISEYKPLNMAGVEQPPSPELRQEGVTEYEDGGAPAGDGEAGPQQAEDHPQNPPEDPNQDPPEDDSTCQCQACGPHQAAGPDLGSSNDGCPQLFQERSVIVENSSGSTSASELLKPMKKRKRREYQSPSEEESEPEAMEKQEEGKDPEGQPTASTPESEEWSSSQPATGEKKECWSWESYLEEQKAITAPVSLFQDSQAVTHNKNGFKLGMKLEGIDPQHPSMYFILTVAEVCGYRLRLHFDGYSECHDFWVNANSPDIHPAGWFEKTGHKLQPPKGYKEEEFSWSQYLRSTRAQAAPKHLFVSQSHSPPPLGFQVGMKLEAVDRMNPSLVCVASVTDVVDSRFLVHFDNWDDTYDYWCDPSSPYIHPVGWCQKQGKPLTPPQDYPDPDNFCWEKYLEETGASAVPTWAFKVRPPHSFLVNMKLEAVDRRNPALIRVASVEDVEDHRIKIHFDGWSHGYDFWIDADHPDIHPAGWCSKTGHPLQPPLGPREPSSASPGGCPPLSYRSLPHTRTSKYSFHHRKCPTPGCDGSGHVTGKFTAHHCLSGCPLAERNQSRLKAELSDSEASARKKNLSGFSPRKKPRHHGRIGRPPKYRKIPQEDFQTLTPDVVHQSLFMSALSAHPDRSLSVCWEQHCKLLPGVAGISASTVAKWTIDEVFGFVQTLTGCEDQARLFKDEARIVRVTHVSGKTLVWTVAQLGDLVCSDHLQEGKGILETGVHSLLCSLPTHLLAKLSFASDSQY
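First, the protein-peptide complex forms for 30 min at room temperature (L3MBTL1 50 nM, biotinylated H3K9me1 peptide 75 nM). Next, compounds are pin-transferred and incubated 30 min. Finally, AlphaScreen beads are added and read after 30 min.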
* marks the source's active call; other numbers are inactive results; u = inconclusive; & = joins results of further samples; [ ] = another dose, or the depositor's remark. % is scaled to controls: 0 for no effect and ±100 for the full control effect; potency is read from the fitted curve at half-maximal effect. These rows are one share of the data; rates above refer to the full screens.

SMILES | L3MBTL1 inh
CCCCNS(=O)(=O)CCNCc1ccc(OC)cc1 | 8.8%
O=C(COc1ccccc1Cl)NNC(=O)Cn1[nH]c(=O)c2ccccc2c1=O | 3.6%
CCN(CC)C(=O)[C@H]1C[C@H](CC(=O)NCC23CC4CC(CC(C4)C2)C3)C(=O)N2CCc3c([nH]c4cc(CCC(=O)N(C)C)ccc34)[C@]12C | 1.4%
O/N=C/c1cccc[n+]1CCCCCC[n+]1ccccc1/C=N/O | -0.4%
COc1ccc(C(=O)NCCOC(C)C)cc1OC1CCN(C(C)=O)CC1 | -0.7%
O=C(CN1C(=O)NC(CCc2ccccc2)C1=O)Nc1ccc(F)c(F)c1F (configuration not stated) | 0.9%
Cc1cnc(NC(=O)Cc2ccc(Br)cc2)s1 | 2.7%
CC(C)[C@@H]1COC(c2cccc(C3=N[C@H](C(C)C)CO3)n2)=N1 | 7.0%
O=C(c1ccc(S(=O)(=O)N2CCCCCC2)cc1)N1CCN(Cc2ccccc2)CC1 | -10.4%
CCOc1ccc(CN2CCN(Cc3ccc4cc(F)ccc4n3)CC2CCO)cc1 (configuration not stated) | -4.8%
O=C(NCc1nnnn1-c1ccc(F)cc1)C1CC(=O)N(c2ccc(F)cc2)C1 (configuration not stated) | -11.1%
O=S(=O)(c1ccc(C(F)(F)F)cc1)N1CCN(CCOc2ccccc2)CC1 | 45.8%[activator]
CC(=O)Nc1ccc(NC(=O)C(C)OC(=O)CCCc2c[nH]c3ccccc23)cc1 (configuration not stated) | -6.5%
COc1ccc(S(=O)(=O)N2CCC3(CC2)OCCN3S(=O)(=O)c2cccs2)cc1OC | -0.9%
Cc1ccc(S(=O)(=O)N(C)c2ccc(C(=O)Nc3ccc(C)cn3)cc2)cc1 | -3.5%
C1=C(c2sc3ccccc3c2-c2ccc(OCCN3CCOCC3)cc2)CCCC1 | -7.8%
COc1cc2cc(CCCO)oc(=O)c2cc1OC | 1.5%
COc1cc(/C=N\NS(=O)(=O)c2ccccc2)cc(OC)c1OC | 6.6%[2.29 µM]
O=C(NCCc1ccc2c(c1)OCCO2)c1cc(S(=O)(=O)N2CCCC2)ccc1Cl | 23.1%
O=C(NCC1CCCO1)c1cccc(S(=O)(=O)Nc2cccc(C(F)(F)F)c2)c1 (configuration not stated) | 7.6%
Cc1ccccc1C(=O)N1CCC(C(=O)OCC(=O)Nc2cccc([N+](=O)[O-])c2C)CC1 | -2.2%
Cc1ccc(N(Cc2ccccc2O)C(=O)c2ccccc2F)cc1 | -3.9%
O=C(CNC(=O)c1ccc(Cl)cc1Cl)OCC(=O)N1CCCC1=O | 7.9%
CCc1noc(C)c1C(=O)N1CCN(S(=O)(=O)c2c(C)c(C)cc(C)c2C)CC1 | 5.0%
O=S(=O)(Nc1cccc(S(=O)(=O)N2CCCC2)c1)c1ccc(F)cc1 | 6.6%
COc1ccc(CCNC(=O)c2cc(S(=O)(=O)N3CCOCC3)ccc2N2CCCC2)cc1OC | 3.1%
Cc1cc(C(=O)CN2C(=O)C(=O)N(Cc3ccco3)C2=O)c(C)n1CCc1ccccc1 | -9.7%
O=C(c1c(F)cccc1F)N1CCN(S(=O)(=O)c2ccc3c(c2)OCCO3)CC1 | -6.8%
CN(CC(=O)Nc1ccc(F)cc1)C(=O)COC(=O)C1CCN(c2ccc(C(F)(F)F)cn2)CC1 | 0.2%
COc1cc(NS(=O)(=O)c2ccc(NC(=O)/C=C/C(=O)O)cc2)nc(OC)n1 | 7.9%
O=C(O)c1ccccc1C(=O)NCCCn1ccnc1 | 0.1%
CCCCCCSc1cc(-c2nc3ccc(Cl)cn3c2NC2CCCCC2)ccc1OC | 11.3%
CS(=O)(=O)N(CC(=O)Nc1ccc(Br)cc1)C1CCCCC1 | -1.8%
O=C1CCc2cc(S(=O)(=O)Nc3ccc(F)cc3)cc3c2N1CC3 | -4.5%
O=C(O)C1Nc2c(Cl)cc(Cl)cc2C2C=CCC12 (configuration not stated) | 3.55µM*
CCN(CC)CCCn1c2c(c(SCC(=O)Nc3ccc4c(c3)OCO4)nc1=O)CCC2 | 1.0%
O=C(O)c1ccc(O)c2ncccc12 | 15.8µM*
COc1ccc(S(=O)(=O)N2CCOCC2)cc1NC(=O)COC(=O)CC1CC2CCC1C2 (configuration not stated) | -1.5%
C=CC[C@@H](CC(=O)N(CCO)Cc1ccccc1)C(=O)N[C@@H](COC(=O)[C@@H](CC=C)Cc1ccc(F)cc1)Cc1ccccc1 | -0.1%
CCCCN(C)C(=O)C1CCN(Cc2cccnc2)CC1 | -7.7%
C#CCOCCOCCOCCNc1nc(N2CCN(C(=O)[C@H](CCC(=O)O)n3cc([C@@H](N)[C@H](C)CC)nn3)CC2)nc(N2CCN(C(=O)[C@H](CCCCN)n3cc([C@@H](N)CC(N)=O)nn3)CC2)n1 | -7.1%
O=C(NCc1ccccc1Cl)C1=CC=CN2CCS(=O)(=O)N=C12 | 2.2%
Cc1ccc(OCCC(=O)OCC(=O)c2c(N)n(C)c(=O)n(C)c2=O)cc1 | -4.3%
CCN(CC(=O)Nc1ccc(OC)cc1)C(=O)C1CCN(C(=O)c2ccc(Cl)cc2)CC1 | 4.6%
CNc1ccc(C(=O)OCC(=O)NCc2ccc3c(c2)OCO3)cc1[N+](=O)[O-] | -2.0%
COc1ccc(NS(=O)(=O)c2ccc(NN=Cc3ccc(C(=O)O)cc3)c([N+](=O)[O-])c2)cc1 | -13.1%
CC(C)OCCCNC(=O)C1CC(=O)N(CCc2ccc(F)cc2)C1 (configuration not stated) | 1.1%
Cc1ccc2c(c1)c1c3n2CCN(CC#N)C3CCC1 (configuration not stated) | -3.3%
CO[C@H]1[C@@H]2C=CO[C@@H](O[C@H]3O[C@@H](CO)[C@H](O)[C@@H](O)[C@@H]3O)[C@@H]2[C@@]2(CO)O[C@@H]12 | 1.3%
CC1C(=O)N2CCCc3cc(S(=O)(=O)Nc4ccccc4C(N)=O)cc1c32 (configuration not stated) | -0.7%
COc1ccc(C(=O)NCCS(=O)(=O)NCC2CCCO2)cc1 (configuration not stated) | 14.4%
C[C@]12C(=O)N(c3ccc(C(F)(F)F)cc3)C(=O)N1[C@@H]1c3ccccc3OC[C@@H]1[C@H]2c1ccccc1 | -6.2%
Cc1cc(NC(=O)COC(=O)CNC(=O)c2cccs2)c([N+](=O)[O-])cc1C | -6.9%
CCCc1cc(Nc2ccccc2)n2ncnc2n1 | 1.5%
COc1ccc(C(=O)NCCS(=O)(=O)N2CCc3ccccc3C2)c(OC)c1 | -3.3%
CN(C(=O)c1ccc(NC(=O)C2CCCN(C(=O)OC(C)(C)C)C2)cc1)C1CCC1 (configuration not stated) | 2.7%
CCCn1nc(C(=O)OCc2nc(N)nc(Nc3ccccc3C)n2)c2ccccc2c1=O | 5.5%
CCCCn1c(N)c(N(CCOC)C(=O)C(C)Oc2ccc(Cl)cc2)c(=O)[nH]c1=O (configuration not stated) | -1.4%
CCOc1cccc2cc(C(=O)Oc3ccc(OC)cc3)c(=O)oc12 | -8.0%
Cc1ccc(S(=O)(=O)N2CCCCC2)cc1C(=O)OC(C)C(=O)NC1CCCCC1C (configuration not stated) | 1.8%

Next section
SMILES | L3MBTL1 inh
Cc1ccc(C)c(OCCC(=O)OCC(=O)N2c3ccccc3NC(=O)C2(C)C)c1 | -6.1%
C[C@@H]1NS(=O)(=O)[C@H]2C[C@@H]3C=C[C@]2(O3)[C@H]1OC(=O)c1ccc(C(C)(C)C)cc1 | -7.7%
Cc1c(CC(=O)NCC(=O)N[C@H](Cc2ccccc2)C(=O)O)c(=O)oc2cc(O)ccc12 | 1.7%
Cc1noc(C)c1CSCC(=O)Nc1cc(S(=O)(=O)N2CCCCC2)ccc1OC(C)C | -0.9%
CC(CNC(=O)COc1ccc2c(c1)OCO2)c1ccccc1 (configuration not stated) | -8.1%
CCOc1ccc2nc(SCC(=O)NCc3ccc(S(N)(=O)=O)cc3)sc2c1 | 3.2%
C=CCNc1nc(Cl)nc(Nc2ccccc2)n1 | 0.4%
CC[C@@]1(C(=O)OC)N[C@H](CN(C)C(=O)COC)[C@@H]2C(=O)N(C)C(=O)[C@@H]21 | -0.1%
Cc1csc(=O)n1CCC(=O)OCC(=O)Nc1ccc(F)c(F)c1F | 4.4%
CCCCN1C(=O)C(C)=C(C)C1OCCc1ccc(OC)c(OC)c1 (configuration not stated) | 1.0%[2.29 µM]
Nc1ccncc1N | -4.0%
CN(Cc1ccccc1)C(=O)CN1C(=O)NC2(CCCC2)C1=O | 3.4%
O=C(CN1C(=O)NC2(CCCCCCC2)C1=O)Nc1ccc(Br)cc1 | 0.4%
CC[C@]12c3[nH]c4cc(-c5ccco5)ccc4c3CCN1C(=O)[C@@H](CC(=O)NCCCOC)C[C@@H]2C(=O)N1CCN(C(=O)C2CC2)CC1 | 4.2%
O=S(=O)(NNc1ncc(C(F)(F)F)cc1Cl)c1ccc(F)cc1F | 6.3%
Cc1ccc(C(=O)NCC(=O)Nc2ccc3c(c2)CCC3)cc1 | -6.3%
Cc1ccc2c(CC(=O)OCC(=O)N(CC(C)C)c3c(N)n(Cc4ccccc4)c(=O)[nH]c3=O)coc2c1 | 31.6µM*
CC1CCN(C(=O)c2cccc(S(=O)(=O)N3CCCc4ccccc43)c2)CC1 | 7.3%
Cc1sc2nc(CSC(C)C(=O)Nc3ccc(C(N)=O)cc3)[nH]c(=O)c2c1C (configuration not stated) | 5.8%
CC1CCCCC12NC(=O)N(CC(=O)Nc1ccc(OC(F)F)cc1)C2=O (configuration not stated) | -0.6%
Cc1ccc(NC(=O)c2cc(-c3ccccc3)n[nH]2)cc1 | -5.7%
CCOc1ccccc1C(=O)NC(C(=O)NCCc1ccccn1)C(C)C (configuration not stated) | 0.0%
NC(=O)C1CCN(c2nc(-c3ccc4c(c3)OCCO4)cs2)CC1 | -0.2%&-6.0%
CC(C)(C)c1cc(NC(=O)COC(=O)c2ccc(O)cc2O)n(-c2ccccc2)n1 | 6.7%
O=C(c1ccccc1)N1CCN(C(=O)c2cccnc2)CC1 | -0.1%
COc1c(/C=C2\SC(=Nc3ccccc3Cl)NC2=O)cccc1[N+](=O)[O-] | -18.4%
Cc1ccc(Cn2c(=O)n(C)c(=O)c3sccc32)cc1 | 4.0%
Cc1ccc2c(c1)c1nnc(SCC(=O)Nc3ccc(N(C)C)cc3)nc1n2CC(=O)O | u
CCc1cc(C(=O)N(Cc2ccccc2)c2c(N)n(CCOC)c(=O)[nH]c2=O)sc1C | -8.5%
CN(Cc1ccccc1)S(=O)(=O)c1ccccc1Br | 18.7%
CCOc1cc(C(=O)N(C)CC(=O)Nc2cccc(F)c2)ccc1OCC(=O)N1CCCCC1 | -4.0%
CC1CCN(C(=O)CN(Cc2ccc(F)cc2)S(C)(=O)=O)CC1 | -3.4%
NC(=O)CC(NC(=O)Cc1ccc(Br)cc1)c1ccc(NC2CCN(Cc3ccccc3)CC2)c([N+](=O)[O-])c1 (configuration not stated) | 0.7%
CCN(CC)c1ccc2nc3ccccc3[n+](CC)c2c1 | 20µM*
CCCCCCc1ccc(N2C[C@H](Cc3ccccc3)[C@@H](CC(=O)Nc3ccccc3)C2=O)cc1 | -6.2%
Cc1ccc(C)c(NC(=O)CN(C)C(=O)c2ccccc2Cc2ccccc2)c1 | -16.4%
COc1cc(S(=O)(=O)n2ccc(C)n2)ccc1Cl | -2.0%
CC(CN1CCCC1)OC(=O)c1ccc(F)cc1 (configuration not stated) | 5.3%
O=C1c2cccc([N+](=O)[O-])c2C(=O)N1C1CCCCC1 | 3.4%
Cc1ccccc1NC(=S)Nc1ccccc1 | 0.4%[2.29 µM]

17 of the compounds above, comma-delimited:
canonical_smiles,L3MBTL1 inh
CC(C)(C)c1cc(NC(=O)COC(=O)c2ccc(O)cc2O)n(-c2ccccc2)n1,6.7%
O=C(c1ccccc1)N1CCN(C(=O)c2cccnc2)CC1,-0.1%
COc1c(/C=C2\SC(=Nc3ccccc3Cl)NC2=O)cccc1[N+](=O)[O-],-18.4%
Cc1ccc(Cn2c(=O)n(C)c(=O)c3sccc32)cc1,4.0%
Cc1ccc2c(c1)c1nnc(SCC(=O)Nc3ccc(N(C)C)cc3)nc1n2CC(=O)O,u
CCc1cc(C(=O)N(Cc2ccccc2)c2c(N)n(CCOC)c(=O)[nH]c2=O)sc1C,-8.5%
CN(Cc1ccccc1)S(=O)(=O)c1ccccc1Br,18.7%
CCOc1cc(C(=O)N(C)CC(=O)Nc2cccc(F)c2)ccc1OCC(=O)N1CCCCC1,-4.0%
CC1CCN(C(=O)CN(Cc2ccc(F)cc2)S(C)(=O)=O)CC1,-3.4%
NC(=O)CC(NC(=O)Cc1ccc(Br)cc1)c1ccc(NC2CCN(Cc3ccccc3)CC2)c([N+](=O)[O-])c1 (configuration not stated),0.7%
CCN(CC)c1ccc2nc3ccccc3[n+](CC)c2c1,20µM*
CCCCCCc1ccc(N2C[C@H](Cc3ccccc3)[C@@H](CC(=O)Nc3ccccc3)C2=O)cc1,-6.2%
Cc1ccc(C)c(NC(=O)CN(C)C(=O)c2ccccc2Cc2ccccc2)c1,-16.4%
COc1cc(S(=O)(=O)n2ccc(C)n2)ccc1Cl,-2.0%
CC(CN1CCCC1)OC(=O)c1ccc(F)cc1 (configuration not stated),5.3%
O=C1c2cccc([N+](=O)[O-])c2C(=O)N1C1CCCCC1,3.4%
Cc1ccccc1NC(=S)Nc1ccccc1,0.4%[2.29 µM]

A second format for two compounds above:
SMILES	L3MBTL1 inh
NC(=O)CC(NC(=O)Cc1ccc(Br)cc1)c1ccc(NC2CCN(Cc3ccccc3)CC2)c([N+](=O)[O-])c1 (configuration not stated)	0.7%
CCN(CC)c1ccc2nc3ccccc3[n+](CC)c2c1	20µM*
